High-throughput results deposited in PubChem BioAssay by National Center for Advancing Translational Sciences (NCATS).
ATXN2 expr inh: ATXN2 expression inhibition. 360,000 tested, 0.72% active. AID 1745845. Potency, µM (doses to about 57 µM), inactives show top-dose activity change, negative = inhibition, most hits filed as inhibitors. HEK-293 ATXN2-luciferase reporter, luminescence, 24 h; also: potency is read from the fitted curve at half-maximal effect; % is scaled to controls: 0 for no effect and ±100 for the full control effect; nearly all actives have a fitted effect of over 55% in size
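ATXN2-luciferase reporter cells (luciferase flanked by upstream and downstream ATXN2 gene portions) were treated 24 h at 37 °C with compounds at up to 57 uM. SteadyGlo luminescence gave expression; GF-AFC fluorescence gave viability.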
TGFb inhibitor: TGF-b pathway inhibition; 410,000 tested, 1.2% active; AID 588855; HepG2 CAGA-GFP TGF-b/SMAD3 reporter, GFP fluorescence, 18 h; TGF-beta stimulated, 500 pg/mL final; Potency, µM (top dose mostly 46.1 µM), without a hit: at the highest dose activity, negative = inhibition, most hits filed as inhibitors; also: potency is read from the fitted curve at half-maximal effect; % is scaled to controls: 0 for no effect and ±100 for the full control effect; nearly all actives have a fitted effect of over 65% in size
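Per well, imaged GFP fluorescence of HEPG2 CAGA-GFP cells gives the signal; cells get compound, then TGF-beta (500 pg/mL final), 18 h at 37 degrees C; %Activity versus -TGF-beta and +DMSO controls.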
A549 viability: counter-screen for Nrf2 inhibitors: cytotoxicity in A549 cells. A549 ARE-Fluc cells, CellTiter-Fluor viability, 18-24 h. Potency, µM (top dose mostly 46 µM), inactives show at the top dose activity change, negative = cytotoxicity, usual class: inhibitors. 390,000 tested, 0.16% active; also: potency is read from the fitted curve at half-maximal effect; % is scaled to controls: 0 for no effect and ±100 for the full control effect
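Cytotoxicity counterscreen: CellTiter-Fluor fluorescence was measured in A549 ARE_Fluc cells after 18-24 h of compound exposure in a concentration series. The subsequent BugLite luminescent read reports ARE-luciferase activity.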
EPAC2 ag: EPAC2 (human) agonism | Q8WZA2 | EPAC2 activation, biochemical qHTS; response scale: 100% = 6.5 mM cAMP response | Potency, µM (titrated, usually from 154 µM), for the others: at the highest dose activation, hits mostly activators | 360,000 tested, 0.079% active | AID 720711; also: potency is read from the fitted curve at half-maximal effect; nearly all actives have a fitted effect of over 50% in size
Target sequence (Q8WZA2 whole entry, looked up): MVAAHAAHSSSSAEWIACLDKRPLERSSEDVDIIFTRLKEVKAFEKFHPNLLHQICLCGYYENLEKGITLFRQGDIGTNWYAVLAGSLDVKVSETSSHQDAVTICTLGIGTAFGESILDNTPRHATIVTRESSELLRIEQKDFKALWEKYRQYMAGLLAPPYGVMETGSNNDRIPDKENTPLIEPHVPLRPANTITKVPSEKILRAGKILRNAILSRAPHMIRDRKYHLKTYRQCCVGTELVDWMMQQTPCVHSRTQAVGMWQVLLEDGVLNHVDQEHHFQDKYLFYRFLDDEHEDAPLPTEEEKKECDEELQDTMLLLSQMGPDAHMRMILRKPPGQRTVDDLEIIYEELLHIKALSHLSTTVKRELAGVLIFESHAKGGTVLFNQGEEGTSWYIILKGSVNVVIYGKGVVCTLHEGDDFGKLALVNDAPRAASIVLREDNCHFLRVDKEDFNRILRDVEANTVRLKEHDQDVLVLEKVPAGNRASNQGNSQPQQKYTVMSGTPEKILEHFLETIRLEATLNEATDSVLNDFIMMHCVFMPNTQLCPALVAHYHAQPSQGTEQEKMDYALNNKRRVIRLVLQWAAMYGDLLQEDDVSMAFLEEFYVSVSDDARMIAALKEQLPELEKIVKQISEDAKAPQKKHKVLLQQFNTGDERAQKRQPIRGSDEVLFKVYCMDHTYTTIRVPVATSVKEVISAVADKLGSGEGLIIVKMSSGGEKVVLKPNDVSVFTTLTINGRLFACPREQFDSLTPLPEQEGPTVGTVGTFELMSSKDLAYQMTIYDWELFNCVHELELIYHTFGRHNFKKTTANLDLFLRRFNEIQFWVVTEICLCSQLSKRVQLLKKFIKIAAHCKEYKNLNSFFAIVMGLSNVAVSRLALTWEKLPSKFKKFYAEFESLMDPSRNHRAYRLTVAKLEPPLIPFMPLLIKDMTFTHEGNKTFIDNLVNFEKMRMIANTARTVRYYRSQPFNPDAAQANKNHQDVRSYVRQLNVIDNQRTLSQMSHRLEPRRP
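Fluorescence exchange assay: 100 nM EPAC2 with 250 nM RAP1B-BODIPY-GDP and 50 uM GDP; compounds tested as a concentration-titration series (qHTS). Loss of Rap1-bound BODIPY-GDP fluorescence read at 480/540 nm; data normalized to 6.5 mM cAMP.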
S2 tox: reduces viability in counter-screen for ATXN expression inhibitors. S2 cells (HEK-293 line with an ATXN2-luciferase reporter) viability, CellTiter-Fluor protease fluorescence, 24 h. Potency, µM (titrated, usually from 56.7 µM), most hits filed as cytotoxic. 400,000 tested, 0.49% active. AID 651635; also: potency is read from the fitted curve at half-maximal effect; nearly all actives have a fitted effect of over 40% in size
Nrf2 inh: blocks Nrf2 signaling | A549 ARE-Fluc reporter, luciferase luminescence, 18-24 h | Potency, µM (titrated, usually from 46 µM), for the others: at the top dose activity change, negative = inhibition, most hits filed as inhibitors | 360,000 tested, 2.1% active; also: potency is read from the fitted curve at half-maximal effect; % is scaled to controls: 0 for no effect and ±100 for the full control effect; nearly all actives have a fitted effect of over 60% in size
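A549 ARE_Fluc cells, 5000/well, 5% FBS OPTI-MEM; compounds in dose-response, 18-24 h at 37 °C/5% CO2; CellTiter-Fluor viability read (Ex 405/Em 525), then BugLite luciferase luminescence = Nrf2 activity.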
IL2 activator: activates IL-2 in a cell-based reporter assay; IL-2 activation reporter assay, cell-based qHTS; stimulated with anti-CD3/CD4/CD28 beads; in transgenic mouse T cells; activation, % (series mostly up to about 46 µM); 360,000 tested, 0.065% active; AID 652025; in the data active = activation above about 50%; inconclusive = mostly about 30% to 49%; also: 0% is about no effect
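EGFP and DsRed fluorescence is measured by plate cytometry in unstimulated transgenic mouse T cells exposed to compound for 60 minutes, then stimulated 18 hours at 37 degrees C with anti-CD3/anti-CD4 beads plus anti-CD28.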
Nrf2 ARE act: activators of Nrf2 (ARE) signaling | AREc32 ARE-luciferase reporter (MCF7-derived line), luminescence, 24 h | Potency, µM (series often up to 46.1 µM), inactives show at the highest dose activation, most hits filed as activators | AID 624171 | 410,000 tested, 0.31% active; also: potency is read from the fitted curve at half-maximal effect; % of control where 0% means no effect; nearly all actives have a fitted effect of over 65% in size
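AREc32 cells carrying an ARE-driven firefly luciferase, 1000 cells/well in OPTI-MEM with 5% FBS, dosed after overnight attachment and incubated 24 hr at 37 deg C. Steady-Glo luminescence read after 30 min at RT.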
HepG2 tox: counter-screen for TGF-b inhibitors: cytotoxicity in HepG2 cells | HepG2 CAGA-GFP viability, ATP luminescence, 18 h | Potency, µM (doses to about 46.1 µM), for inactives: top-dose activity change, negative = cytotoxicity, usual class: cytotoxic | 410,000 tested, 0.76% active | AID 588856; also: potency is read from the fitted curve at half-maximal effect; some results filed as inactive show a strong effect at the top dose
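HepG2 CAGA-GFP cells (1000/well, DMEM with 1% FBS) received compound, then TGF-beta at 500 pg/mL final, and were incubated 18 hours at 37 degrees C. Viability was read by CellTiter-Glo luminescence. Media-only wells were set as complete cell-killing and DMSO as no toxicity.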
Starred values were filed as active, the others as inactive; i = inactive; u = inconclusive; x = no result given; [ ] = dose if it differs, or a comment. Unless noted, calls follow the shape of the dose curve; as a rule, active = well fitted curve in the direction sought with a large enough effect; inconclusive = small, poorly fitted or top-dose-only effect, or another doubt; inactive = no such curve, though single readings can be large; an effect the other way counts as inactive or inconclusive.

no. | mol | ATXN2 expr inh | TGFb inhibitor | A549 viability | EPAC2 ag | S2 tox
1 | N#C/C(=C/c1ccc(N2CCCCC2)o1)C(=O)Nc1ccc2ccccc2c1 | x | 264%[activator] | -10% | 6% | i
2 | CC1(C)CC(=O)c2sc(NC(=O)CN3C(=O)CCC3=O)nc2C1 | -1% | 20% | 0% | 13% | i
3 | Cc1cc(C)c2c(CC(=O)Nc3ccc(F)cc3)coc2c1 | -5% | u | -23% | x | i
4 | COc1ccc(C(=O)C2CCN(C(=O)Nc3ccccc3C)CC2)cc1 | -9% | 0% | 0% | 6% | i
5 | C#CCOCCOCCOCCNc1nc(N2CCOCC2)nc(N2CCN(C(=O)CCCCCCCCCCNC(=O)Cn3cc(CCCCCN)nn3)CC2)n1 | -4% | -4% | 0% | -2% | i
6 | O=C(Nc1ccccc1)c1cc(S(=O)(=O)N2CCSCC2)ccc1Cl | 1% | -15% | -2% | 7% | i
7 | Cc1ccc(OCC(=O)Nc2ccc3oc(=O)ccc3c2)cc1 | -10% | -7% | -3% | 7% | i
8 | Cc1ccc2c(c1)S/C(=C\c1cccc[n+]1C)N2CCO | x | u | -19% | -2% | i
9 | CNc1nnc(Sc2ncccc2[N+](=O)[O-])s1 | 37% | -5% | -9% | 2% | i
10 | COC(=O)c1c(NC(=O)CN2CCN(c3ccccc3)CC2)c2c(C)cccc2n1C | -12% | 4% | -4% | -4% | i

no. | Nrf2 inh | IL2 activator | Nrf2 ARE act | HepG2 tox
1 | u | -3.9 | 10% | -16%
2 | -1% | -1.7 | -0.8% | 19%
3 | u | x | 0.0% | -25%
4 | u | -2.5 | -0.7% | -2%
5 | -1% | -0.3 | 3.5% | -13%
6 | -27% | -0.1 | 2.8% | -28%
7 | -23% | 0.6 | -0.6% | -30%
8 | 4.6µM* | -0.5 | 3.0% | -18%
9 | u | -3.7 | u | 13%
10 | -24% | 0.1 | 2.5% | -28%

Next part
no. | mol | ATXN2 expr inh | TGFb inhibitor | A549 viability | EPAC2 ag | S2 tox
11 | CC(=O)NS(=O)(=O)c1ccc(NC(=O)c2cccc(S(=O)(=O)N3CCc4ccccc43)c2)cc1 | -22% | -9% | 1% | 2% | i
12 | CCn1cc(S(=O)(=O)N2CCc3ccccc3C2)cn1 | -8% | 5% | 17% | 5% | i
13 | Cc1ccc(CNC(=O)CCCC(=O)O)cc1 | 13% | 16% | 2% | 2% | i
14 | Cc1ccccc1NC(=O)COC(=O)c1c(C)nn(-c2ccccc2)c1C | x | -22% | x | 4% | i
15 | O=C(NNC(=O)c1cccc2ccccc12)c1ccc(-c2ccccc2)cc1 | -21% | 2% | -7% | -3% | u
16 | S=c1[nH]nc(COc2ccccc2)n1/N=C/c1c(Cl)cccc1Cl | -7% | -25% | 0% | 9% | i
17 | O=C(Nc1cccnc1)c1cccs1 | 75%[activator] | -13% | 4% | 7% | i
18 | Brc1cccc(-c2nnc(CN3CCN(c4ccccn4)CC3)o2)c1 | 11% | -7% | 1% | x | i
19 | O=S(=O)(Nc1cccc(-c2ccc(N3CCCC3)nn2)c1)c1ccc(F)c(C(F)(F)F)c1 | 7% | -13% | 8% | x | i
20 | CCN(C(=O)Cn1c(=O)n(CCCS(=O)(=O)C2CCCCC2)c(=O)c2ccccc21)c1cccc(C)c1 | -9% | -20% | -2% | x | i

no. | Nrf2 inh | IL2 activator | Nrf2 ARE act | HepG2 tox
11 | 3% | 1.9 | -0.1% | 6%
12 | -9% | 0.8 | 5.3% | 1%
13 | x | 0.7 | 0.3% | 2%
14 | x | 0.8 | -0.7% | -34%
15 | -5% | 0.3 | 0.2% | 1%
16 | u | -3.5 | 6.0% | -4%
17 | 13% | -4.5 | -0.3% | 3%
18 | 7% | x | -0.1% | -12%
19 | x | x | 0.1% | 0%
20 | u | x | -0.4% | 1%

(listing goes on)
no. | mol | ATXN2 expr inh | TGFb inhibitor | A549 viability | EPAC2 ag | S2 tox
21 | Cc1ccccc1C(=O)NNC(=O)c1cccn1C | 24% | -8% | 0% | 8% | i
22 | O=C(NCCc1ccccc1)C1Cc2c(-c3ccccc3Oc3ccccc3)ccnc2O1 (configuration not stated) | u | u | x | -3% | u
23 | Cc1c(-c2ccccc2)nc2c(Cl)cccc2c1C(=O)OCC(=O)c1ccc(F)cc1 | -3% | 35%[activator] | 0% | x | i
24 | COc1ccc(C(c2nnnn2C(C)(C)C)N2CCN(C)CC2)cc1OC (configuration not stated) | 6% | -21% | 0% | 6% | i
25 | CCNCCNc1ccc(Cl)cc1[N+](=O)[O-] | -7% | -3% | -7% | 2% | i
26 | Cc1ccc(NC(=O)c2ccc(Cl)nc2)cc1S(=O)(=O)N1CCOCC1 | -11% | 5% | -13% | 9% | u
27 | COc1ccc(CCN(C)Cc2ccc(C(=O)Nc3ccccc3)cc2)cc1OC | -19% | 0% | -10% | 5% | i
28 | COc1ccc(OC)c(CC2C(=O)Nc3ccc(Br)cc32)c1 (configuration not stated) | x | u | 0% | x | x
29 | CCc1c(C)nc(SCCOc2ccc(OC(C)C)cc2)[nH]c1=O | -4% | -4% | 1% | -2% | i
30 | O=C(NC1CCCCCC1)c1nnc(Cc2ccc(Cl)cc2)o1 | 3% | 5% | -2% | -2% | i

no. | Nrf2 inh | IL2 activator | Nrf2 ARE act | HepG2 tox
21 | u | -4.8 | 0.1% | -8%
22 | x | 1.6 | 0.2% | -43%
23 | -9% | x | 6.2% | -1%
24 | 13% | 1.0 | 0.3% | 5%
25 | 1% | -1.4 | -0.5% | 3%
26 | -9% | -0.9 | 0.9% | -3%
27 | u | -2.8 | -0.5% | -28%
28 | 23µM* | x | -1.0% | -53%
29 | -18% | 0.2 | 0.5% | 13%
30 | 14% | 4.2 | -0.1% | 1%

(more compounds)
no. | mol | ATXN2 expr inh | TGFb inhibitor | A549 viability | EPAC2 ag | S2 tox
31 | COCCCNC(=O)c1cc(S(=O)(=O)N2CCOCC2)ccc1SCc1cccc(OC)c1OC | 10% | -7% | 2% | 11% | i
32 | COc1ccccc1N(Cc1ccccc1)S(=O)(=O)c1cccc(C(=O)NCC2CCCO2)c1 (configuration not stated) | -26% | -6% | 0% | 12% | i
33 | C/C(=N\NC(=O)c1cccc(N/N=C(\C)c2ccccc2)c1)c1ccccc1 | 22% | 19% | -10% | 8% | i
34 | Cc1ccc(C(=O)NCCN2CCC(n3c(=O)[nH]c4ccccc43)CC2)cc1C | -7% | x | x | 5% | i
35 | CCc1c(C)sc(NC(=O)c2cc(-c3ccc(OC)cc3)on2)c1C#N | 7% | -2% | -2% | x | i
36 | Cc1sc2ncn(CC(=O)N3CCN(c4ccccn4)CC3)c(=O)c2c1S(=O)(=O)N1CCCCC1 | 0% | -21% | -2% | -4% | i
37 | Cc1ccc(CCNC(=O)CCCn2c(=O)c3ccccc3n(CC(=O)Nc3cc(Cl)ccc3C)c2=O)cc1 | 5% | u | -6% | x | i
38 | Cc1ccc(C2=CC(=O)C[C@H](c3ccc(F)cc3)C2)cc1 | 13% | -1% | 1% | 8% | i
39 | Clc1ccc(N2CCN(/N=C/c3cccnc3)CC2)cc1 | u | 7% | -7% | 5% | i
40 | CC1(C)Cc2c(C#N)c(N3CCN(C(=O)c4ccco4)CC3)nc(Cc3ccccc3)c2CO1 | u | -15% | -26% | 9% | u

no. | Nrf2 inh | IL2 activator | Nrf2 ARE act | HepG2 tox
31 | 8% | 0.3 | 0.4% | -23%
32 | 5% | 0.4 | 2.0% | -28%
33 | 15% | -1.2 | 4.4% | 20%
34 | x | 0.3 | 0.8% | x
35 | 8% | x | -0.9% | 0%
36 | 1% | -0.9 | -0.6% | 0%
37 | 5% | x | 0.3% | 8%
38 | -18% | -0.4 | 0.2% | -12%
39 | 8.2µM* | 1.4 | -0.4% | -2%
40 | u | 0.6 | -0.8% | 1%

Following part
no. | mol | ATXN2 expr inh | TGFb inhibitor | A549 viability | EPAC2 ag | S2 tox
41 | CN(C)c1oc(-c2ccco2)nc1S(=O)(=O)c1ccc(Br)cc1 | -1% | 0% | 13% | 3% | i
42 | CN(CC(=O)Nc1ccc(N2CCOCC2)cc1)C(=O)c1ccc(CS(C)(=O)=O)cc1 | 4% | 2% | -1% | 6% | i
43 | CC(=O)c1c(C)[nH]c(C(=O)NNC(=O)COc2cc(C)cc(C)c2)c1C | 13% | -24% | -8% | -3% | i
44 | O=C(CN1CCCC1c1cccs1)Nc1cc(S(=O)(=O)N2CCCC2)ccc1Cl (configuration not stated) | -2% | -3% | 4% | 3% | i

no. | Nrf2 inh | IL2 activator | Nrf2 ARE act | HepG2 tox
41 | -10% | -1.7 | 3.9% | 6%
42 | 1% | -0.7 | -0.1% | -29%
43 | -10% | -1.9 | -0.1% | -8%
44 | 0% | -0.6 | -1.1% | 6%
